CendR NRP1 mod: NRP-1/CendR interaction modulation; FAM-RPARPAR peptide binding to NRP-1, fluorescence polarization; inhibition, % at 25 µM; 360,000 tested, 0.85% active;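 active = inhibition or corrected inhibition above about 18%, plus a signal ratio from 0.5 to 1.5, limit read from the data, passing the limit was not always enough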; note: strong numbers were not always called active
STEP inh: blocks human striatal-enriched tyrosine phosphatase; recombinant STEP, OMFP fluorogenic substrate, fluorescence; inhibition, % at 20 µM; 360,000 tested, 0.25% active;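 active = inhibition at 20 µM, scaled per plate between control wells, above about 37%, limit read from the data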;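 note: 0% = DMSO with enzyme and substrate and 100% = substrate only without enzyme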
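Material: STEP (striatal-enriched tyrosine phosphatase) enzyme, cell-free | Medium: 50 mM Bis-Tris pH 6.0 with 2.5 mM DTT and 0.005% Tween 20 | Read-out: Percent inhibition scaled to no-enzyme and uninhibited-enzyme controls, plate-pattern corrected | Signal: Fluorescence read at 480 nm ex / 540 nm em | Times: 20 min reaction, room temperature, in the dark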
LMPTP inh: blocks human LMPTP phosphatase. P24666. recombinant LMPTP-A, OMFP fluorogenic substrate, fluorescence intensity. inhibition, % at 20 µM. 360,000 tested, 0.22% active. AID 651560;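 active = compounds that cut the enzyme signal by at least half of the control window in the single-dose screen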;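 note: plate controls were DMSO wells with enzyme plus substrate for no effect and substrate without enzyme for full effect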
Target sequence (P24666 whole entry, looked up): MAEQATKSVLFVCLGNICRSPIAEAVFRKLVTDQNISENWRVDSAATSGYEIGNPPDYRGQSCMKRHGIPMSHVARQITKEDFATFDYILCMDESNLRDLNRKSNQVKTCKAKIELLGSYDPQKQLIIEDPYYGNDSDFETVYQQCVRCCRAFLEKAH
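Test system: LMPTP-A phosphatase enzyme. Amount: LMPTP-A at 0.625 nM final in the reaction. Reagent: OMFP substrate, 400 µM final. Times: 50 min at room temperature. Signal: endpoint fluorescence intensity from OMFP dephosphorylation. Read-out basis: % inhibition. Benchmarks: no-enzyme and uninhibited controls.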
Neddylation inh: inhibitors of human cullin neddylation. P61081+Q13564. 360,000 tested, 0.58% active. AID 651699. calls only at 25 µM. TR-FRET cullin neddylation, biochemical; in the data active = inhibition above about 36%
Target sequence (P61081 whole entry, looked up): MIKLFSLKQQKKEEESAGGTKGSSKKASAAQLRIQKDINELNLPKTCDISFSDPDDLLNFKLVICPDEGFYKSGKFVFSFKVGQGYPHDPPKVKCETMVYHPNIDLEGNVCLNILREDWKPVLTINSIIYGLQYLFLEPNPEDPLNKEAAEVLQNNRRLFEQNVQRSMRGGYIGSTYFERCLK
Target sequence (Q13564 whole entry, looked up): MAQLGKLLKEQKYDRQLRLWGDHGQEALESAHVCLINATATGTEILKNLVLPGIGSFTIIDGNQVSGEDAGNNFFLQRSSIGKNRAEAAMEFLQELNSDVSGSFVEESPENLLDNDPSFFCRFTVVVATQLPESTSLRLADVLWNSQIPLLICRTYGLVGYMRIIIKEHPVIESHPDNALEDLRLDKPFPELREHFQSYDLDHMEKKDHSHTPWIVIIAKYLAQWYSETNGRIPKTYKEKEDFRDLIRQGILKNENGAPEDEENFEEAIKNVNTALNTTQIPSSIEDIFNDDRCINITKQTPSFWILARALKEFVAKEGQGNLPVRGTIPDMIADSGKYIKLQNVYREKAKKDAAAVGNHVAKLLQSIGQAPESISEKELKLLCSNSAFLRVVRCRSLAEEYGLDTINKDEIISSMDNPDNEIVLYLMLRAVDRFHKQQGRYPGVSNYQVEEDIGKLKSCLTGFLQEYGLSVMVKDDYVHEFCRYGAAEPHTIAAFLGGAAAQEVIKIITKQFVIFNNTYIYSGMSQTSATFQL
NadD block: inhibitors of Staphylococcus aureus NadD | purified NadD enzyme, colorimetric absorbance read-out | inhibition, % at 20 µM | 360,000 tested, 0.78% active | AID 602399; in the data active = inhibition above about 26%; note: some compounds past the cut are filed as inactive
Scp1 inh: blocks human Scp-1 phosphatase activity | 340,000 tested, 0.88% active | AID 493091 | inhibition, % at 20 µM | Recombinant Scp1, phosphopeptide, malachite green phosphate absorbance | Q9GZU7;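 active = inhibition above about 50% at 20 µM, limit read from the data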;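 note: plate controls were DMSO wells with enzyme for no effect and wells lacking enzyme for full effect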
Target sequence (Q9GZU7 76-261 limits assumed): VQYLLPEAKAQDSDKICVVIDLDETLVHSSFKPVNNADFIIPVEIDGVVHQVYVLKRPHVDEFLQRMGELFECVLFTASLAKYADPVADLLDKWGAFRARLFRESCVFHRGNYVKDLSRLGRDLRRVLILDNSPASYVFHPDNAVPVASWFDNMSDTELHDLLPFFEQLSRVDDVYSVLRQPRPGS
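Assay system: SCP-1 catalytic fragment, aa 76-261 | Buffer or medium: Tris acetate buffer pH 5.5 with MgCl2 and Tween-20 | Compound: One concentration, 20 µM, with 1.0% DMSO | Also added: Phospho 17-mer peptide substrate | Signal: Absorbance at 630 nm | Incubation: 45 min enzyme reaction at room temperature | Measure: % inhibition of SCP-1 phosphate liberation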
SUMO1-SIM PPI: modulators of human SUMO1-mediated protein-protein interactions; SUMO1 binding to a labelled peptide, TR-FRET, 1 h; 360,000 tested, 0.33% active; AID 602429; inhibition, % at 20 µM; in the data active = inhibition above about 37%
TbMetRS inhib: Trypanosoma brucei MetRS inhibition | AID 624268 | purified T. brucei MetRS, ATP depletion, Kinase-Glo luminescence | inhibition, % at 11.9 µM | 360,000 tested, 0.4% active;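 active = inhibition above a per-plate cutoff of the control wells' mean inhibition plus 3 SD, cut at about 5.5% in these data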;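 note: 0% = DMSO wells median and 100% = median of wells with control inhibitor compound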
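Measured by: Kinase-Glo luciferase luminescence reporting remaining unconsumed ATP. Material: purified T. brucei MetRS enzyme. Doses: 11.9 µM compound single dose, 0.9% DMSO. Medium: HEPES buffer containing pyrophosphatase, BSA, spermine, DTT. Times: 15 min preincubation, 2 h reaction, all 25 °C. Reagent: methionine, ATP and bulk E. coli tRNA.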
SKN-1 inh: C. elegans SKN-1 inhibition | C. elegans VP596 Pgst-4::GFP/RFP ratio, acrylamide-induced, 24 h | inhibition, % at 21.8 µM | 360,000 tested, 0.49% active | AID 624304;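 active = interference check ratio from 0.5 to 1.5 plus GFP to RFP signal ratio inhibition reaching or exceeding a fixed threshold, cut at about 30% in these data, passing the limit was not always enough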; note: some compounds called inactive have numbers as strong as hits
DNMT1 block: blocks human DNA methyltransferase DNMT1 | P26358 | 360,000 tested, 0.83% active | inhibition (reported as % activation of signal), % at 10 µM | AID 588458 | DNMT1 molecular beacon, Hinp1I cleavage, fluorescence; in the data active = inhibition above about 50%
* marks the source's active call; other numbers are inactive results; i = inactive; . = not tested or not shown.

SMILES	CendR NRP1 mod	STEP inh	LMPTP inh	Neddylation inh	NadD block	Scp1 inh	SUMO1-SIM PPI	TbMetRS inhib	SKN-1 inh	DNMT1 block
COC(=O)c1c(NC(=O)CSc2nnc(CNc3ccc(Cl)cc3)o2)sc(C)c1C	8.2	-1.2	0.6	i	2.5	-17.3	4.7	0.0	7.5	-3.4
CC(C)n1nnnc1SCC(=O)N(C)C1CCS(=O)(=O)C1 (centres undefined)	-7.6	2.2	-4.1	i	-0.1	-1.0	1.1	0.3	13.9	-1.6
CCOC(=O)C1=C(N)Oc2cc(O)ccc2C1c1cccc([N+](=O)[O-])c1 (centres undefined)	-0.1	-3.0	1.8	i	0.8	-4.5	-10.7	1.5	6.1	-17.0
CC(=O)Nc1ccc(S(=O)(=O)N2c3ccccc3NC(=O)CC2C)c(Cl)c1 (centres undefined)	-9.1	-3.1	-2.8	i	-2.8	-6.9	6.9	-0.6	6.0	0.0
O=C(Cn1nnc(-c2ccc(Cl)cc2)n1)NC1CCS(=O)(=O)C1 (centres undefined)	2.8	-0.9	-1.1	i	-4.2	-7.5	17.7	0.4	-6.6	-0.2
O=C(c1cccs1)c1cn(CC(=O)N2CCc3ccccc3C2)c2ccccc12	10.4	5.6	3.2	i	9.9	-1.9	-5.4	-0.3	-2.1	-12.7
CCc1cc(=O)oc2c(C)c(OS(C)(=O)=O)ccc12	6.2	3.7	-0.5	.	7.8	1.6	0.5	0.4	15.5	-1.4
Cc1ccc(Oc2nc(-c3ccccn3)nc3ccccc23)cc1	-2.9	-1.4	0.3	i	1.6	5.3	-1.3	-1.3	-6.2	-2.4
O=c1cc(CN2CCN(S(=O)(=O)c3cccc(Cl)c3)CC2)c2ccc(O)cc2o1	-20.9	2.6	3.2	.	35.0*	17.3	-2.6	0.0	-1.0	0.4
Cc1ccc(-c2nc(N)n(S(=O)(=O)c3ccc(C)cc3)n2)cc1	10.9	-1.1	-0.1	i	-7.7	-2.3	-0.7	-0.5	-12.4	0.6
OCC(O)CN(c1ccccc1)c1ccccc1 (centres undefined)	-3.6	1.3	-1.0	i	-4.2	-2.6	-1.8	0.1	-1.0	1.0
CC(=O)C1=C(C)OC2(O)c3ccccc3C(=O)C12O (centres undefined)	6.4	-0.1	1.7	i	-2.9	-0.8	-11.5	0.8	13.9	40.2
CCC(=O)Nc1ccc2c(c1)nc1n2CCSC1	0.7	0.6	0.0	i	-3.0	-2.5	-8.5	-1.4	-5.1	-0.8
COc1ccccc1NC(=O)CSc1nnc(-c2ccncc2)n1CC1CCCO1 (centres undefined)	17.3	-3.9	-0.5	i	-1.6	-14.7	0.9	-0.4	-5.9	-0.8
O=C(/C=C\c1cccs1)N1CCN(Cc2ccc3c(c2)OCO3)CC1	7.1	-0.7	0.3	i	1.1	-5.0	-6.2	1.1	-0.3	-3.3
COc1ccc(NC(=O)Nc2ccc([N+](=O)[O-])cc2)cn1	23.9	-1.5	-0.4	i	-4.7	6.2	-19.9	-0.6	-6.3	-1.7
NC(=S)N1CCCc2ccccc21	12.0	0.8	-0.6	i	-2.8	-5.0	1.2	0.1	4.6	-0.3
COC(=O)[C@H]1C[C@H](OC(=O)NCC2CCCCC2)[C@@]2(O)CN(S(=O)(=O)c3ccc(C)cc3)CC2[C@H]1C(=O)OC (some centres undefined)	7.5	-2.1	0.3	i	-4.3	.	-1.1	0.2	-16.7	5.2
COc1ccc(C2=NN(c3nc4ccccc4s3)C(=O)/C2=C\N(C)C)cc1	2.7	0.3	0.4	i	2.0	-0.9	4.5	-0.1	3.1	-3.9
CCN(CC)S(=O)(=O)c1cc(C(=O)OCC(=O)NC(=O)c2cccn2C)ccc1C	-10.3	-2.3	0.6	i	-4.1	-2.0	1.9	-0.1	7.2	-4.2
CN(/C=C/c1c([N+](=O)[O-])c(=O)n(C)c(=O)n1C)c1ccccc1	2.0	1.9	-1.0	i	-1.7	-6.1	-31.2	0.1	-8.7	-4.9
COc1ccc(C(=O)NCCCNC(=O)c2cnccn2)cc1	6.5	-0.3	-1.6	i	0.8	-3.6	0.0	-0.2	-4.8	0.7
CCN(CC(=O)Nc1cc(Cl)ccc1Cl)C(=O)c1ccc(-n2cccn2)cc1	-13.3	-4.4	-0.6	i	-1.3	1.5	2.8	0.0	18.5	-1.8
CCOC(=O)C(C)Sc1nc2c(c(=O)[nH]c(=O)n2C)n1Cc1ccc(Cl)cc1 (centres undefined)	3.1	6.1	-1.4	i	-1.9	-14.6	-1.0	-0.7	-14.6	-2.6
COc1ccccc1NC(=O)N(C)C[C@H]1OCc2cnnn2CCCC(=O)N([C@H](C)CO)C[C@@H]1C	-12.1	-1.1	-1.1	i	-2.0	.	0.4	-0.9	12.4	-2.2
C=CCn1c(N/N=C/c2ccc(O)cc2)nc2ccccc2c1=O	-1.9	-0.7	1.4	i	-0.6	3.5	-5.5	-0.2	0.8	-6.9
Cc1cccc(C(=O)OCC(=O)Nc2nnc(-c3ccccc3)o2)c1O	-23.9	5.0	0.2	i	9.5	-12.4	4.9	-0.2	-9.8	1.5
COc1ccccc1N1CCN(CC(O)c2ccccc2)CC1 (centres undefined)	17.7	-0.2	0.3	i	2.0	-8.5	6.2	-0.1	8.6	0.3
CCCNC(=O)C1CC(c2cccc(F)c2)=NO1 (centres undefined)	-6.4	1.1	-1.2	i	-4.6	9.3	-2.4	-0.6	10.1	1.9
COc1cc(OC)c(C(=O)OCC(=O)NCCc2ccccc2)cc1OC	11.5	-2.0	-0.3	i	1.2	1.4	0.9	-0.3	-14.7	-2.6
N#CCCn1c(SCC(=O)NCCc2ccc(F)cc2)nc2ccccc21	-5.4	-3.6	0.9	i	6.5	-3.1	-0.7	-1.2	12.8	1.7
OC(COc1ccc2ccccc2c1Br)Cn1cnc(-c2ccccc2)c1 (centres undefined)	-5.7	0.6	4.3	i	-1.7	5.2	-6.4	-0.2	7.4	-7.5
COc1cc(C(=O)NCC(=O)NCC(c2ccco2)N2CCCCC2)cc(OC)c1OC (centres undefined)	2.1	-1.2	-0.9	i	-3.4	-1.4	-2.7	-0.1	-11.7	-3.3
CSC1=N/C(=C\c2ccc3c(c2)OCO3)C(=O)S1	-0.6	-4.9	-3.4	i	1.3	28.7	-6.6	-0.9	-10.5	5.3
COc1ccc(C2CC(c3ccccc3)=NN2c2ccc(C(N)=O)cc2)cc1 (centres undefined)	-2.2	3.4	5.8	i	-2.5	-7.3	-15.6	0.0	12.7	-9.2
CCOC(=O)c1ccc(NC(=S)NCc2ccco2)cc1	3.0	0.7	1.0	i	-2.3	2.5	-3.6	-0.5	5.5	-1.0
COc1ccccc1CNC(=O)C1=CCN(S(=O)(=O)c2ccc(C)cc2)CC1	-3.0	0.0	-0.1	i	-1.3	-4.3	-0.5	-0.5	-5.9	-3.0
O=C(NCC1(N2CCOCC2)CCCCC1)c1ccc(Cl)c(S(=O)(=O)NCc2ccco2)c1	-1.0	9.1	-1.4	i	-2.0	-13.1	0.5	-0.9	1.4	0.0
CCOC(=O)c1sc(=NC(=O)c2ccc(Br)cc2)n(C)c1C	1.7	-0.8	-2.1	i	-0.1	-0.9	-28.2	-0.8	-6.6	11.7
CCCn1c(N)c(NCCN2CCOCC2)c(=O)[nH]c1=O	3.4	4.2	-1.7	i	-13.5	-8.6	-1.2	-1.1	-4.3	2.7
COc1ccc(-c2cc(C(=O)Nc3ccccc3F)on2)cc1	1.4	-1.3	0.6	i	-4.6	-3.0	-5.5	1.2	10.7	9.8
Cc1cc(=O)[nH]c(N/N=C/c2ccc(OC(=O)c3ccco3)cc2)n1	-1.8	1.7	0.0	i	-0.1	-4.0	-16.5	0.8	7.0	-5.1
CCOc1ccc(/C(O)=C2/C(=O)C(=O)N(c3nc(C)c(C)s3)C2c2ccco2)cc1 (centres undefined)	-36.8	3.8	4.4	i	8.4	2.9	-3.4	-0.7	21.7	2.9
COCCN1C[C@@H](CO)O[C@@H](n2cnc3c(NCc4cc(OC)c(OC)c(OC)c4)ncnc32)C1	-10.8	0.7	-0.2	i	4.2	.	-2.7	-0.2	-5.5	5.7
CCOC(=O)C1=C(C)N(C)C(=S)NC1c1ccccc1 (centres undefined)	4.6	1.1	-1.1	i	-2.7	-10.3	1.0	0.0	4.9	2.1
O=C(COC(=O)C1CC2C=CC1C2)NCCc1ccccc1 (centres undefined)	3.8	-2.1	-0.5	i	-4.2	-5.2	0.6	-0.5	-1.9	1.2
COP(=O)(CC(=O)c1ccccc1)CC(=O)c1ccccc1	7.4	-0.8	-1.5	i	-1.4	2.5	2.2	-1.8	6.5	-0.7
COc1ccccc1C(=O)C1CCCN(C(=O)c2ccco2)C1 (centres undefined)	2.7	-1.8	-0.8	i	-5.4	0.3	3.4	-0.6	10.6	0.7
CCOC(=O)C1(Cc2ccc(Cl)cc2)CCN(C2CCC2)CC1	-3.3	2.9	0.0	i	-2.3	-9.5	5.7	-0.4	24.0	-1.0
O=C(CN1CCc2ccccc21)NN1CC(=O)N(c2ccc(Cl)cc2)CC1=O	-3.5	-1.3	-0.5	i	17.8	-7.8	-10.9	0.0	-3.2	-22.9
CCCCCc1cc(=O)oc2c(C(CCN3CCCC3)c3cc(OC)c(OC)c(OC)c3)c(OC)cc(OC)c12 (centres undefined)	0.4	-1.5	1.3	i	5.3	-7.1	-12.4	-0.1	30.7	-10.9
CC(C)(C)c1ccc(C(=O)Nc2sc3c(c2C(=O)O)CCC3)cc1	-5.7	1.3	1.0	.	6.1	-10.3	-5.0	0.1	4.8	1.5
COc1cccc(OCCOc2c(OC)cccc2OC)c1	3.0	-1.7	-1.3	i	-6.3	-7.6	0.9	-2.1	-3.2	2.5

4 structures out of the list, ordered by count of non-hydrogen atoms, ascending.
SMILES	CendR NRP1 mod	STEP inh	LMPTP inh	Neddylation inh	NadD block	Scp1 inh	SUMO1-SIM PPI	TbMetRS inhib	SKN-1 inh	DNMT1 block
O=C(COC(=O)C1CC2C=CC1C2)NCCc1ccccc1 (centres undefined)	3.8	-2.1	-0.5	i	-4.2	-5.2	0.6	-0.5	-1.9	1.2
COc1ccccc1N1CCN(CC(O)c2ccccc2)CC1 (centres undefined)	17.7	-0.2	0.3	i	2.0	-8.5	6.2	-0.1	8.6	0.3
O=C(/C=C\c1cccs1)N1CCN(Cc2ccc3c(c2)OCO3)CC1	7.1	-0.7	0.3	i	1.1	-5.0	-6.2	1.1	-0.3	-3.3
Cc1cccc(C(=O)OCC(=O)Nc2nnc(-c3ccccc3)o2)c1O	-23.9	5.0	0.2	i	9.5	-12.4	4.9	-0.2	-9.8	1.5

Screening data deposited in PubChem BioAssay by several laboratories.

Hits appear at their usual frequency. Share with any hit: about 4.6%.
